Assay outcomes (PubChem BioAssay)
Hck-Nef inh = inhibitors of Nef-activated human Hck kinase, primary screen, biochemical, Z-Lyte FRET, 384-well, Hck-YEEI; Tyrosine-protein kinase HCK (Homo sapiens), P08631; Recombinant Hck-YEEI plus Nef, Z-Lyte FRET kinase assay; inhibition, % at 20 µM; 0.68% of 220,000 active;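 active means Hck-Nef kinase inhibition above about 50%, limit read from the data; inactive means inhibition below that limit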;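 further: 0% = DMSO with Hck plus Nef and 100% = Hck alone without Nef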
Runt-CBFb FRET = inhibitors of RUNX1 Runt–CBFb binding, primary screen, biochemical, FRET, Cerulean-Runt, Venus-CBFb, uHTS; inhibition, % at 20 µM; Runt-related transcription factor 1 (Homo sapiens) + Core-binding factor subunit beta …; AID 1496, 2009; 0.46% of 220,000 active; Cerulean-Runt/Venus-CBFb FRET ratio 530/480, 1 h;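 active means inhibition over about 50% at 20 µM in the single-dose screen, limit read from the data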;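 further: 0% = DMSO wells and 100% = excess unlabeled CBFb competitor control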
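Assay system: Cerulean-Runt domain / Medium: Tris 50 mM pH 7.5, KCl, K2SO4, 0.01% BSA / Timing: protein complex preformed 1 h, compound exposure 1 h, room temperature, dark / Measured by: FRET, excitation 422 nm, emission at 530 and 480 nm / Evaluation: loss of energy transfer signal / Control set: 5 µM unlabeled CBFb as full-inhibition high control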
FXIa inh = human FXIa protease inhibitors, primary screen, biochemical, 1536-well; Coagulation factor XI (Homo sapiens), P03951; 0.14% of 220,000 active; AID 798, 2007; inhibition, % at 5 µM; purified FXIa, Boc-Glu-Ala-Arg-AMC fluorogenic substrate;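 active means inhibition of at least 40%; inactive means inhibition below 40%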;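 further: fluorescence of freed AMC excited at 355 nm; 0% = enzyme without compound and 100% = no enzyme blank; many of its hits are not listed in these tables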
Wee1 degr inh = Wee1 degradation inhibitors, primary screen, cell-based, HeLa, Wee1K328M-luciferase, luminescence; HeLa Luc-Wee1K328M stability; 100% = proteasome inhibitor MG132 effect; 1.2% of 220,000 active; reporter increase, % at 5 µM; AID 1321, 2008; Wee1-like protein kinase (Homo sapiens), P30291;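 active means activation above the mean of all tested compounds plus 3 SD, set per screening run, cut at about 8.8% in these data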;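 further: cells exposed to compound for 20 h before luminescence read; 0% = DMSO alone and 100% = MG132 at 30 µM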
Target sequence (P30291 whole entry K328M): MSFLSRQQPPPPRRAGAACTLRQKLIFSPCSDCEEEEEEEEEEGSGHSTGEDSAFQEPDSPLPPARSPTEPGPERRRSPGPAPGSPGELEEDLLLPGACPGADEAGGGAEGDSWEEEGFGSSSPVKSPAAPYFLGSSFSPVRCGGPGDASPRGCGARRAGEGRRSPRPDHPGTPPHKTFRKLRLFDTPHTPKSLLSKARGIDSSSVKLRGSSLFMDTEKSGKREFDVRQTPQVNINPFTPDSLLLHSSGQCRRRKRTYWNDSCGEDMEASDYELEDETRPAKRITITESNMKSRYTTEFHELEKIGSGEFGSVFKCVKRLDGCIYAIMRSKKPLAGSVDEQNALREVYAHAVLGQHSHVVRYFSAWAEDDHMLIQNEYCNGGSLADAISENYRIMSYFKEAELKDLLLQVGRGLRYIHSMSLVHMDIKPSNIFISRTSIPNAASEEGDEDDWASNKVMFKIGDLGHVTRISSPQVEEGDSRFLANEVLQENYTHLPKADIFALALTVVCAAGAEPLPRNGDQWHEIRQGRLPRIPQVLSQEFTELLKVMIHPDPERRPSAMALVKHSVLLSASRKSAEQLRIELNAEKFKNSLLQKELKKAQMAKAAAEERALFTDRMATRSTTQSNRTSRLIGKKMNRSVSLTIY
14-3-3 Bad inh = inhibitors of 14-3-3 zeta/Bad binding, primary screen, biochemical, TR-FRET, bovine 14-3-3 zeta; 0.71% of 220,000 active; inhibition, % at 21.7 µM; AID 781, 2007; 14-3-3 protein zeta/delta (Bos taurus), P63103; TR-FRET 14-3-3zeta/Dy647-pBad peptide displacement, 1 h;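 active means inhibition above about 70%, limit read from the data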;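 further: 0% = full 14-3-3 plus peptide FRET controls and 100% = background without 14-3-3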
Target sequence (P63103 whole entry, looked up): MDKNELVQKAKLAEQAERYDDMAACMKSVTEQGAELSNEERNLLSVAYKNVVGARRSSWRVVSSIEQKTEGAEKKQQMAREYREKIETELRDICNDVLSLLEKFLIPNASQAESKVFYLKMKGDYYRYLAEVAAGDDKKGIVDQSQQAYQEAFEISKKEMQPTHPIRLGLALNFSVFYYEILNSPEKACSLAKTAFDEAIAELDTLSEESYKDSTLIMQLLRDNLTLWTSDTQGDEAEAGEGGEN
Runt-SMMHC FRET = inhibitors of RUNX1 Runt–CBFb-SMMHC binding, primary screen, biochemical, FRET, Cerulean-Runt, Venus-CBFb-SMMHC, uHTS; Runt-related transcription factor 1 (Homo sapiens) + Core-binding factor subunit beta …; Cerulean-Runt/Venus-CBFb-SMMHC FRET ratio 530/480, 1 h; inhibition, % at 20 µM; 0.74% of 220,000 active;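 active means mean inhibition across duplicate retests at 20 µM reaching about 50%, limit read from the data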;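 further: 0% = DMSO wells and 100% = wells with excess untagged CBFb-SMMHC; inhibitors lower the FRET ratio by blocking Runt binding to CBFb-SMMHC; some results filed as inactive read as strong as hits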
thrombin 1536 = human alpha-thrombin inhibitors, primary screen, counter-screen for coagulation protease inhibitor project, biochemical, 1536-well, fluorogenic AMC substrate; Prothrombin (Homo sapiens), P00734; Boc-VPR-AMC fluorogenic substrate cleavage; inhibition, % at 5 µM; 0.26% of 220,000 active;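 active means inhibition at or above 40%; inactive means inhibition below 40%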;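 further: 0% = enzyme with no compound and 100% = wells without enzyme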
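System – human alpha-thrombin protein · Reagent – Boc-VPR-AMC substrate, 15 µM final · Compound – 5 µM single dose in 0.2% DMSO · Schedule – reaction at room temperature · Technique – AMC fluorescence at 355 nm excitation and 460 nm emission · Read-out basis – % inhibition relative to enzyme controls and enzyme-free blanks · Control set – no-compound enzyme wells and no-enzyme blanks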
hK5 inh = human KLK5 protease inhibitors, primary screen, biochemical, 1536-well. 0.59% of 210,000 active. Kallikrein-5 (Homo sapiens), Q9Y337. inhibition, % at 5 µM. recombinant hK5, fluorogenic AMC substrate cleavage;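 active means inhibition of 40% or more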;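 further: 0% = enzyme controls without compound and 100% = no-enzyme blanks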
FXIIa inh = human FXIIa protease inhibitors, primary screen, biochemical, 1536-well; purified FXIIa, Boc-QGR-AMC fluorogenic substrate, 2 h; inhibition, % at 5 µM; 0.3% of 220,000 active; AID 800, 2007; in the data active means inhibition above about 40%;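 further: 0% = enzyme with no compound and 100% = blank without enzyme; many of its hits are not listed in these tables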
Starred values were filed as active, the others as inactive; nt = no result given; [ ] = dose if it differs, or a comment.

SMILES	Hck-Nef inh	Runt-CBFb FRET	FXIa inh	Wee1 degr inh	14-3-3 Bad inh	Runt-SMMHC FRET	thrombin 1536	hK5 inh	FXIIa inh
COc1cccc(NC(=O)CSc2nc3n[nH]c(C)c3c(=N)n2-c2cccc(OC)c2)c1	26	-8	9	-1	-2	-4	6	-5	19
COc1ccc(N2CCN(C(=S)NC(C)c3ccccc3)CC2)cc1 (stereo not drawn)	-27	2	-3	4	-14	0	3	1	9
COc1ccc(C2CC(c3ccc(OC)cc3)n3nc(NC(=O)c4cccs4)nc3N2)cc1 (stereo not drawn)	-1	1	4	-2	-1	5	3	-122	7
COc1cc(C)c(Cl)cc1S(=O)(=O)n1cnc2ccccc21	-1	-7	-1	-1	-5[fluorescence artefact?]	0	-6	-17	0
Brc1ccc(-c2noc(-c3ccccc3)n2)o1	15	0	0	0	-1	0	0	0	9
c1cnc(Nc2nc(-c3ccc4ccccc4c3)cs2)nc1	1	1	1	0	nt	-16	-2	-4	4
COc1cccc(CNC(=O)C2=C(C)C(=O)OC23CCC(C)CC3)c1 (stereo not drawn)	0	-4	-2	1	-4	-2	-1	-5	13
O=C(CSc1nc2ccccc2s1)N1CCCCC1	3	13	4	0	-22[fluorescence artefact?]	3	-6	-20	-3
Cn1cccc1/C=N/n1c(-c2ccco2)n[nH]c1=S	20	6	-1	2	-4	9	-2	-1	9
CCc1nc2ccccc2c(C(=O)OCCN2C(=O)c3ccccc3C2=O)c1C	1	-3	4	-1	-3	1	6	3	15
CSc1cnc2c(=O)n(C)c(=O)[nH]c2n1	6	18	2	7	-6[fluorescence artefact?]	38	-2	-39	10
O=C1C=C(NNC(=O)c2ccncc2)CC(c2ccccc2)C1 (stereo not drawn)	0	-36	1	-1	-13	-34	1	13	10
O=C(c1ccc(N2CCCC2)c([N+](=O)[O-])c1)N1CCN(c2ccccn2)CC1	20	-2	0	0	-6	-1	3	-2	8
O=C(c1ccc(Cl)c(Cl)c1)N1CCC(=O)N(C(COCc2ccc(Cl)cc2)Cc2ccccc2)CC1 (stereo not drawn)	-6	-9	8	3	-4	-5	0	-8	15
CCN(CC)c1c([N+](=O)[O-])c(=O)oc2ccccc12	30	2	5	-2	-18	3	-6	0	12
CC1CCN(C(=O)CCc2nnc(-c3ccccc3)o2)CC1	13	-1	-4	-3	-2	3	-6	-3	4
O=C(/C=C/c1cc([N+](=O)[O-])ccc1OC(F)F)Nc1cccc2ccccc12	3	1	7	3	3	3	-6	-2	13
COc1ccccc1NC(=O)CN(C)S(=O)(=O)c1ccc(F)cc1	7	-2	4	0	-2[fluorescence artefact?]	0	-4	-20	9
CCN(CC)c1ccc(/C=N/NC(=O)CN2CCCc3ccccc32)cc1	7	1	13	1	-4	3	-1	-2	14
COc1cc(/C=N/NC(=O)c2ccc(F)cc2)ccc1OC(=O)c1ccco1	6	-1	11	0	-2	-5	-5	-14	14
O=C(NCc1ccccc1)N1CCC(CO)(Cc2cccc(F)c2)CC1	17	-3	-2	1	-3	-2	-3	-3	13
CCC(C)(C(=O)NC1CCCC1)N(C(=O)CC1NC(=O)NC1=O)c1c(C)n(C)n(-c2ccccc2)c1=O (stereo not drawn)	-2	1	-5	0	-1	0	0	-37	6
Cn1cccc1Cc1nnc(SCC(=O)NCC2CCCO2)n1CCc1ccccc1 (stereo not drawn)	-1	0	17	-1	0	-1	0	-9	25
COc1ccc(NS(=O)(=O)c2cc(C)ccc2C)cc1	1	-1	0	2	7	0	-2	3	7
Cc1ccc(C)n1CCN1CCN(S(=O)(=O)c2ccc(F)cc2F)CC1	11	0	1	4	-22	2	-4	-2	7
Later entries
SMILES	Hck-Nef inh	Runt-CBFb FRET	FXIa inh	Wee1 degr inh	14-3-3 Bad inh	Runt-SMMHC FRET	thrombin 1536	hK5 inh	FXIIa inh
Cc1ccc2[nH]c(=O)c(CN(CCCN3CCOCC3)C(=O)Nc3cccc(Cl)c3)cc2c1	3	-5	1	-2	-7	1	1	-15	3
CCOc1ccc(OCCCCn2ccnc2)cc1	3	0	1	1	54	4	-2	-8	10
Cc1cc(C(=O)CSc2nncs2)c(C)n1-c1c(C)n(C)n(-c2ccccc2)c1=O	3	1	7	-1	0	-1	-4	-16	13
COc1ccc(C(=O)CSc2nnc(-c3ccc(C)cc3)o2)cc1	7	0	14	0	6	-1	0	-29	8
Cc1cccc(Cc2ccc(Cl)nn2)c1	18	1	-1	-2	-9	-3	-6	-1	6
C=CCNc1nc(-c2ccc(O)c(C(N)=O)c2)cs1	0	20	-6	0	76*	2	1	-4	14
Cc1c(Cl)c([N+](=O)[O-])nn1CCCC(=O)Nc1cccc(Cl)c1Cl	-1	0	3	2	-6	-1	-2	-24	10
CCn1cc(C(=O)NCC2CCCO2)c(=O)c2cc(S(=O)(=O)N(C)C)ccc21 (stereo not drawn)	18	nt	-7	5	1	-1	-4	-7	0
COCc1cc(C)nc(OCC(=O)N/N=C/c2ccc(O)cc2)c1C#N	-1	3	-11	-2	-1	3	-6	-5	-1
Cc1ccc(OCCSc2ncnc3nc[nH]c23)cc1	-1	-1	4	0	-1	-2	-1	-6	11
CC(C)OC(=O)CCC/C=C\C[C@@H]1[C@@H](CC[C@@H](O)CCc2ccccc2)[C@H](O)C[C@@H]1O	nt	0	nt	3	-8	-7	nt	nt	nt
COc1ccccc1CN1CC(C(=O)NCC2CCCO2)CC1=O (stereo not drawn)	2	-1	-5	0	3	-6	-7	3	-12
COc1cc(C(=O)N(Cc2ccc(F)cc2)C2CCS(=O)(=O)C2)cc(OC)c1OC (stereo not drawn)	-4	0	1	-1	0[fluorescence artefact?]	-6	-18	3	-4
O=C(N/N=C/c1cccs1)C1COc2ccccc2O1 (stereo not drawn)	2	0	3	0	-1	-6	-5	-14	7
COc1ccc(N2C(=O)C(F)(F)C2c2ccc(C)cc2)cc1OC (stereo not drawn)	19	-3	-4	2	5	0	9	1	7
COc1ccc(C2(C(=O)NC(C)C)CCCC2)cc1OC	1	1	-1	3	0	-11	-17	-8	13
NC(=S)N/N=C/c1ccccc1OCCSc1ccc(Cl)cc1	-1	4	9	0	-12	-4	0	-4	6
O=c1c2ccccc2c(C=NCCO)c(O)n1-c1ccccc1	-1	0	-4	-2	-9	0	2	-14	8
O=C(NC(Cc1ccccc1)C(=O)O)/C(=C/c1ccccc1)NC(=O)c1cccc(Br)c1 (stereo not drawn)	24	0	4	2	-5	1	1	-2	6
Cc1sc2ncnc(N3CCOCC3)c2c1C	6	0	7	3	-3[fluorescence artefact?]	-2	-6	-14	3
Cc1cc(C(=O)CSc2nnnn2-c2ccc(O)cc2)c(C)n1C	0	5	-3	1	-18	-6	-8	-3	8
Cc1nc2nc(-c3ccccc3)[nH]n2c(=O)c1Cc1ccccc1	0	-1	-5	0	-1	-3	-4	-3	4
COc1cc(NC(=O)c2ccnc(N)c2)cc(C(=O)Nc2cccc(C(F)(F)F)c2)c1	30	-1	2	nt	30	-4	2	11	9
CCCC(O)(CCN(C)C)c1ccc(OC)cc1 (stereo not drawn)	-2	0	-9	0	8[fluorescence artefact?]	-1	3	9	17
Cc1ccccc1CSCCNC(=O)CN(c1ccc2c(c1)OCO2)S(C)(=O)=O	6	-4	6	0	8	-2	1	-1	1
Later entries:
SMILES	Hck-Nef inh	Runt-CBFb FRET	FXIa inh	Wee1 degr inh	14-3-3 Bad inh	Runt-SMMHC FRET	thrombin 1536	hK5 inh	FXIIa inh
COc1cccc2cc3c(=O)n(-c4ccccc4)nc-3oc12	5	3	2	-2	8	-2	-3	-5	11
O=C(N/N=C\c1ccc(Cl)cc1)c1sccc1-n1cccc1	1	-2	11	0	-10	1	3	-8	17
O=C(O)COCc1nc2ccccc2[nH]1	2	1	-6	-1	6	-2	-4	7	5
CN(C)S(=O)(=O)c1ccc(Cl)c(NC(=O)COC(=O)CN2C(=O)C3CCCCC3C2=O)c1 (stereo not drawn)	19	-1	-6	-2	-1	18	0	-4	1
COc1cccc(CC(=O)N[C@@H](CCSC)c2nc3ccccc3[nH]2)c1	21	1	-1	0	-13	0	-7	-8	4
O=C(c1cnc2c(c1)COc1ccc(Cl)cc1-2)c1ccccc1O	-3	-2	-1	2	-5[fluorescence artefact?]	6	-4	-14	2
O=C(CCN1C(=O)/C(=C/C=C/c2ccccc2)SC1=S)Nc1ccccn1	40	-2	1	4	3	-8	-5	2	11
COc1ccc(C2CC(c3cccs3)=NN2C(=O)COC(=O)c2cncc(Br)c2)cc1OC (stereo not drawn)	16	-8	-5	2	-1	-5	-8	-4	nt
CC(c1ccccc1)n1cc(C(=O)NCc2cccnc2)nn1 (stereo not drawn)	-1	2	4	-2	-13	2	-3	-3	16
Cc1ccc(NC(=O)CCC(=O)OCc2ccc(Br)cc2)cc1	3	-4	-4	-1	-2	1	-10	-15	-6
COc1ccc(-c2[nH]ncc2CNCc2cc(C)n(C)n2)c(F)c1	18	-1	-6	-3	38	2	-8	-1	0
CCOC(=O)c1cc(CC)sc1NC(=O)CC1SC(N)=NC1=O (stereo not drawn)	-13	-1	-8	2	3	-1	-5	-6	1
OCc1ncccc1O	-2	3	7	2	0	-4	7	-5	6
Cc1ccc(S(=O)(=O)/N=C2\CN(C)C(=O)N2C)cc1	0	0	7	-1	0	4	4	-6	12
O=C(Cn1nc(-c2ccccc2)c2ccccc2c1=O)Nc1ccc(F)cc1	21	-2	4	0	11	-8	-2	4	11
O=C(NCCOc1ccccc1)C(=O)NCC1CCCO1 (stereo not drawn)	17	1	-4	4	9	0	-10	-1	6

Five compounds drawn at random from the list so far, as already listed:
SMILES	Hck-Nef inh	Runt-CBFb FRET	FXIa inh	Wee1 degr inh	14-3-3 Bad inh	Runt-SMMHC FRET	thrombin 1536	hK5 inh	FXIIa inh
COc1ccc(-c2[nH]ncc2CNCc2cc(C)n(C)n2)c(F)c1	18	-1	-6	-3	38	2	-8	-1	0
O=C(O)COCc1nc2ccccc2[nH]1	2	1	-6	-1	6	-2	-4	7	5
Cc1ccc(NC(=O)CCC(=O)OCc2ccc(Br)cc2)cc1	3	-4	-4	-1	-2	1	-10	-15	-6
OCc1ncccc1O	-2	3	7	2	0	-4	7	-5	6
O=C(c1cnc2c(c1)COc1ccc(Cl)cc1-2)c1ccccc1O	-3	-2	-1	2	-5[fluorescence artefact?]	6	-4	-14	2
